Source: PubChem BioAssay
Cav3 T inh = human Cav3.2 channel inhibition, primary screen | hit rate 4% among 100,000 | Cav3.2-expressing cells, Fluo-4 calcium fluorescence FDSS; hits give low values | B-score at 10 µM | O95180 | AID 449739;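 active = single-dose well whose peak fluorescence ratio is a statistical outlier from its plate by either plate-standardised score or position-corrected B-score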
Target sequence (O95180 whole entry, looked up): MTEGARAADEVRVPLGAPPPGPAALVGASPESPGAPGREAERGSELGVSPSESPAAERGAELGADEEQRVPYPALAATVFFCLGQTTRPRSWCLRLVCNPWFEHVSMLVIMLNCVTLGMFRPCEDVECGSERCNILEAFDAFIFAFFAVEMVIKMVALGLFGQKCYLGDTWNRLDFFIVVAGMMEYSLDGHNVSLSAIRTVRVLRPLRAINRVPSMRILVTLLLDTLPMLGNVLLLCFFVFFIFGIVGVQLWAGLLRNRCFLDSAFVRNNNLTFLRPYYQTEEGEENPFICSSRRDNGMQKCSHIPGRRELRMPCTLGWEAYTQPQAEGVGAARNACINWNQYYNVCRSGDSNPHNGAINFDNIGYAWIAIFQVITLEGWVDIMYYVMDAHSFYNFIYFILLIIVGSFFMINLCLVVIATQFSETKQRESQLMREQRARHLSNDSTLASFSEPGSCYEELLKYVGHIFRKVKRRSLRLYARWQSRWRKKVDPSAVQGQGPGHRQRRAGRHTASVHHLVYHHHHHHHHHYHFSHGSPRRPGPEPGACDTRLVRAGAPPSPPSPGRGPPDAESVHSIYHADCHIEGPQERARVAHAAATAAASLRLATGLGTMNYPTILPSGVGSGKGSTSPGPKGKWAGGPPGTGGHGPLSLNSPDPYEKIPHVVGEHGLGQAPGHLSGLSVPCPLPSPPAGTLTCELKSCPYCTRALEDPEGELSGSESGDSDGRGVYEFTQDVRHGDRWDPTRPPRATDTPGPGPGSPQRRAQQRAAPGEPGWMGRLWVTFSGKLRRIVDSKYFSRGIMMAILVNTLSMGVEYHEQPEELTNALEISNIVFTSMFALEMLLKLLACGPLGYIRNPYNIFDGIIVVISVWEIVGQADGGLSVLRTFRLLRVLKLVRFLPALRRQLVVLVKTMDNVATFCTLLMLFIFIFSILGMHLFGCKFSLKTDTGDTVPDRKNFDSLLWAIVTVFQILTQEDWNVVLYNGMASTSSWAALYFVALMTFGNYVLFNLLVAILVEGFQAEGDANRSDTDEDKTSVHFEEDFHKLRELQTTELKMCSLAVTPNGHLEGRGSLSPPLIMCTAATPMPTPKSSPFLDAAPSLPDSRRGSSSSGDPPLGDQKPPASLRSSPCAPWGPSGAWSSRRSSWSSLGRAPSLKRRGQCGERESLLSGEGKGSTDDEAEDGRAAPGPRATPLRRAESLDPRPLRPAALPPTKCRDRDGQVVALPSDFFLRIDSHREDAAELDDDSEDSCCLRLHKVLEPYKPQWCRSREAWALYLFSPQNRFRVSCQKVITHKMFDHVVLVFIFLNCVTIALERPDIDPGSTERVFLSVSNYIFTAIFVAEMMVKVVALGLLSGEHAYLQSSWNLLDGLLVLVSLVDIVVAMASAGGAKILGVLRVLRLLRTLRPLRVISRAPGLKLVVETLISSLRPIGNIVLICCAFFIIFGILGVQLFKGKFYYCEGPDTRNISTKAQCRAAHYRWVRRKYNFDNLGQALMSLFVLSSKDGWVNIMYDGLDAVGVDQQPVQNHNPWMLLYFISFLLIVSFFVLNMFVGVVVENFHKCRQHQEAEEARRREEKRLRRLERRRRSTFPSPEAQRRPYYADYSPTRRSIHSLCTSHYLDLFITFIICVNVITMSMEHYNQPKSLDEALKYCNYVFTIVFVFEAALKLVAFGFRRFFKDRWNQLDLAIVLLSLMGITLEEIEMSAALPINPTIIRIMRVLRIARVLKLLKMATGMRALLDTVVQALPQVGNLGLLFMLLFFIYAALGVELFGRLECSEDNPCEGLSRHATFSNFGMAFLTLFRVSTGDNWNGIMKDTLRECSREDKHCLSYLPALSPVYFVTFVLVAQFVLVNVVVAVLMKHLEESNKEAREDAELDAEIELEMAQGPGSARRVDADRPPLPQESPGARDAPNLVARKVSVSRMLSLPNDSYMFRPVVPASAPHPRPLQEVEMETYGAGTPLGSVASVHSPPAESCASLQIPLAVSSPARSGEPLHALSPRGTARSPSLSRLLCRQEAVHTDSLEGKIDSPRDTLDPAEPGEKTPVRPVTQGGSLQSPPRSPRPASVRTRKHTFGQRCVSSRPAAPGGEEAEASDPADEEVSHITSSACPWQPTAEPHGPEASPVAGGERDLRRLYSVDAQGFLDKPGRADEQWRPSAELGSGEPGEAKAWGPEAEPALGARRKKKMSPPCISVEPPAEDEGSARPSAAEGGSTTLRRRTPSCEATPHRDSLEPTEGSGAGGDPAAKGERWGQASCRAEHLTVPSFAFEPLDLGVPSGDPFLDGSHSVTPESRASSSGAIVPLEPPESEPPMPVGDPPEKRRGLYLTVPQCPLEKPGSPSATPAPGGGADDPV
Starred values were filed as active, the others as inactive. Only part of the results is shown; rates above refer to the full screens.

Cav3 T inh | smiles
0.26 | CC(=O)c1ccc(OCCCC(=O)OCC(=O)N2CCN(c3ccccc3)CC2)cc1
-4* | O=c1cc(N2CCc3ccccc3C2)[nH]c(=O)n1Cc1ccc(F)cc1
-0.073 | CC1(C(=O)CSc2nc3ccccc3s2)CCC(=O)O1 (stereo unspecified)
-0.5 | Cc1cc(C)c(NC(=O)CN(c2ccccc2)S(=O)(=O)N(C)C)c(C)c1
0.99 | O=C(OCn1ncc(Br)c(Br)c1=O)c1c(F)cccc1F
-0.14 | CCOC(=O)C(NCc1ccccc1OC)(NC(=O)c1ccccc1)C(F)(F)F (stereo unspecified)
1.3 | Cc1occc1C(=O)Nc1cccnc1
0.4 | CC1CCN(C(=O)CCc2ccc(S(=O)(=O)NC(C)(C)C)cc2)CC1

Exported field by field: entries from further up
canonical_smiles: CC1CCN(C(=O)CCc2ccc(S(=O)(=O)NC(C)(C)C)cc2)CC1
  Cav3 T inh = 0.4

canonical_smiles: O=c1cc(N2CCc3ccccc3C2)[nH]c(=O)n1Cc1ccc(F)cc1
  Cav3 T inh = -4*

The results go on:
Cav3 T inh | smiles
-0.47 | CCCCOC(=O)C1CCC[C@@H](C)N1 (stereo partly specified)
-0.0026 | CC(=O)Oc1ccccc1C(=O)Oc1ccc(/C=N/n2cnnc2)cc1
0.15 | Cc1ccc(S(=O)(=O)N(C)Cc2nc(-c3ccccn3)no2)cc1
-0.24 | CCC(=O)N(C)/C=C1\Sc2ccccc2C1=O
-2.1 | NC(=O)CC(NC(=O)Cc1ccc(Br)cc1)c1ccc(NC2CCC2)c([N+](=O)[O-])c1 (stereo unspecified)
0.007 | C=CCn1c(SCc2nc3ccccc3[nH]2)nnc1-c1ccncc1
-0.046 | CC(C)=C(NC(=O)c1ccccc1)C(=O)NCCCC(=O)O
-1.8 | Cc1ccc(S(=O)(=O)N2CCC(CN3C(=O)c4cccc5cccc(c45)C3=O)CC2)cc1
0.075 | O=C(CCC(=O)c1cccs1)NCc1ccc(Cl)cc1
0.3 | COc1cc(/C=N\N=C2/SC(CC(=O)O)C(=O)N2c2ccc(O)cc2)ccc1O (stereo unspecified)
-0.37 | Cc1ccc2c(c1)C(c1ccncc1)=NNC(c1ccc(C(C)C)cc1)=N2
0.0067 | COc1cc(CN2CCSCC2)cc(OC)c1OC
0.31 | O=C(c1cccs1)N1CCC(c2ccccc2)C1 (stereo unspecified)
-0.4 | O=C(O)C1CCCN1S(=O)(=O)c1ccc2[nH]c(=O)c(=O)[nH]c2c1 (stereo unspecified)
0.23 | CC1CCCC(C)N1C(=O)c1cc(F)c(F)cc1Cl (stereo unspecified)
0.39 | Cc1ccc(NS(=O)(=O)c2ccc3c(c2)c(=O)n(C)c(=O)n3C)cc1F
0.044 | COC(=O)c1ccc(NC(=O)CNC(=O)C2CCCCC2)c(C)c1
0.96 | Cc1ccc(S(=O)(=O)N2CCC(C(=O)NCc3ccncc3)CC2)cc1
-1.3 | Cc1ccc(C)c(NC(=O)Cn2nnc(C(=O)NCc3cccs3)c2N)c1
-0.37 | CCN(C(=O)c1cccc(F)c1)c1ccccc1C
-1.9 | O=C(CSc1nc2cc(Cl)ccc2s1)N1CCN(C(=O)c2ccco2)CC1
-3.4 | CN(c1cccc(NC(=O)CSc2ccc(Cl)cc2)c1)S(C)(=O)=O
0.9 | Cc1cc2c(C)nc(Cc3ccccc3)nc2o1
-0.89 | Cc1cccc(C)c1-n1nnnc1S(=O)(=O)Cc1ccccc1Cl
-0.92 | Cc1nc2c(cc(Oc3ccc(S(=O)(=O)N4CCOCC4)cn3)c3ccsc32)s1
-0.16 | Cc1nnc(SCc2ccccc2F)n1NCc1cccs1
-7* | N#Cc1cccc(C(c2nnnn2C2CCCC2)N2CCC(Cc3ccccc3)CC2)c1 (stereo unspecified)
-0.52 | COc1ccc(OCc2nnc(SCC(=O)O)n2N)cc1
-3.4 | CC(=O)c1cc(NC(=O)c2ccccc2)c(=O)oc1/C=C/N(C)C
-1.4 | COc1ccccc1N1CCN(C(=O)CN(Cc2ccc(Cl)cc2)S(C)(=O)=O)CC1
-0.63 | N[C@@H](CO)c1cn([C@@H](Cc2cc3ccccc3[nH]2)C(=O)N2CCNCC2)nn1
0.67 | COc1ccccc1Nc1nnc(C)c(=O)[nH]1

Reformatted with each value named: 3 of the compounds above
COc1ccc(OCc2nnc(SCC(=O)O)n2N)cc1
  Cav3 T inh: -0.52
CC(=O)c1cc(NC(=O)c2ccccc2)c(=O)oc1/C=C/N(C)C
  Cav3 T inh: -3.4
COc1ccccc1N1CCN(C(=O)CN(Cc2ccc(Cl)cc2)S(C)(=O)=O)CC1
  Cav3 T inh: -1.4

Next part.
Cav3 T inh | smiles
-1.2 | Cc1cccc(N2CCN(S(=O)(=O)c3ccc4c(c3)CCN4C(=O)CCC(=O)O)CC2)c1C
-0.4 | O=C(NCCc1ccco1)c1nn(Cc2ccccc2)c(=O)c2ccccc12
0.21 | O=C(c1ccccc1Br)N1CCN(c2ccccc2)CC1
-0.49 | O=c1oc2ccccc2c(N2CCCCC2)c1CN1CCCCC1
0.53 | CC(C)NC(=O)NS(=O)(=O)c1cnccc1N1CCCCC1
-0.26 | O=C(CCC(=O)c1cccs1)OCc1nc2ccccc2s1
-0.034 | CS(=O)(=O)N1CCN(C(=O)c2cc(-c3cccs3)nc3ccccc23)CC1
-1.1 | COc1cc2c(cc1OC)C1=C(C#N)CCC(=NC(=O)c3ccc(Cl)cc3)N1CC2
0.034 | CCCOCC1CC2(CC(C)(c3csc(N)n3)OC2=O)C(=O)O1 (stereo unspecified)
-1.3 | c1ccc2c(c1)ncn2-c1ncnc2sc3c(c12)CCCC3
-0.92 | O=C(c1cccs1)N(Cc1ccco1)c1nc(-c2ccc(F)cc2)cs1
1.2 | Fc1ccc(CNc2ncnc3c2cnn3-c2ccccc2)cc1
0.66 | CCCCCC(=O)Nc1ccc2oc(-c3cccnc3)nc2c1
0.53 | CCC1CCCCN1CCCNC(=O)c1ccc(CS(=O)(=O)Cc2ccccc2F)o1 (stereo unspecified)
0.12 | Cc1ccc(Cn2ccc(=O)c(OCc3c(Cl)cccc3Cl)c2C)cc1
1.6 | COC(=O)C1=C(C)NC(=O)NC1C1CC=CCC1 (stereo unspecified)

Random excerpt: three records from the list.
Cav3 T inh | smiles
0.53 | CCC1CCCCN1CCCNC(=O)c1ccc(CS(=O)(=O)Cc2ccccc2F)o1 (stereo unspecified)
0.034 | CCCOCC1CC2(CC(C)(c3csc(N)n3)OC2=O)C(=O)O1 (stereo unspecified)
1.2 | Fc1ccc(CNc2ncnc3c2cnn3-c2ccccc2)cc1

Going on with the list:
Cav3 T inh | smiles
0.71 | CCOc1ccc(-n2cc(C(=O)NCc3ccco3)c3cc(OC)c(OC)cc3c2=O)cc1
0.78 | CCCn1c(N2CCN(C(=O)N3CCCCC3)CC2)nc2ccccc21
1.1 | FC(F)(F)C(Oc1nc(Nc2ccc(Cl)cc2)nc(N2CCOCC2)n1)C(F)(F)F
0.88 | Cc1cc(C(=O)OC2CCOC2=O)c2ccccc2n1 (stereo unspecified)
-1.9 | O=C(c1ccc(F)cc1)C(CN1CCOCC1)c1ccccc1 (stereo unspecified)
-2 | COc1ccc(CCCc2nnc(SCC(=O)Nc3cccc(C)c3)o2)cc1
-1.2 | CCOc1cc(N2CCOCC2)c(OCC)cc1NC(=O)CN1CCc2ccccc2C1
1.3 | COc1ccccc1C(=O)N1CCN(S(=O)(=O)c2ccccc2)CC1
0.92 | Cc1noc(C)c1C(=O)OCC(=O)NC(=O)NC12CC3CC(CC(C3)C1)C2
0.53 | CS(=O)(=O)N1CCc2cc(C(=O)N3CCOCC3)ccc21
0.99 | CCOC(=O)c1nn(-c2ccc3c(c2)OCO3)cc1O
-0.25 | CCN(CC)c1ccc(CNC23CN4CN(CN(C4)C2)C3)cc1
-2.9 | C[N+](C)(C)CCCCCC[N+](C)(C)C
-0.42 | CCOC(=O)c1[nH]c(C)c(C(=O)OCC)c1C
-1.1 | O=C(COc1ccccc1)NC(=S)Nc1ccc2c3c(cccc13)CC2
-4.7* | Cc1cc(C)c(S(=O)(=O)N2CCC(C(=O)NCc3ccc(Cl)cc3Cl)CC2)c(C)c1
-1 | O=c1oc(-c2ccccc2)nc2sc3c(c12)CCCC3
0.91 | O=C(Nc1ccccn1)Nc1cccs1
-1.4 | CCCCCCCCN1[C@@H](CC(=O)O)c2cc(C(F)(F)F)ccc2S1(=O)=O
0.45 | CCN(CC)S(=O)(=O)c1cccc2cc(C(=O)O)c(O)cc12
0.52 | C=CCNC(=S)NNC(=O)C(CCCC)CC(C)(C)O (stereo unspecified)
-4.8* | COc1ccc(-c2noc(CCC(=O)N3CCN(c4cccc(C(F)(F)F)c4)CC3)n2)cc1
0.033 | CC(C)NC(=O)CSc1nnc(-c2ccncc2)n1-c1ccccc1
0.29 | COc1cccc(CNC(=O)C2CCN(c3cnccn3)CC2)c1
-0.92 | O=C(CSc1nc2c(sc3ccccc32)c(=O)n1CCCN1CCOCC1)NC1CCCC1
-0.064 | O=C(Nc1ccccc1C(F)(F)F)Nc1cccc2ccccc12
0.8 | O=C(CSCSCC(=O)Nc1ccc2c(c1)OCO2)Nc1ccc2c(c1)OCO2
0.027 | CC(=O)Nc1cccc(NC(=O)c2cc(C)on2)c1
-1.2 | CCCCCNc1nc(N2CCCC2)c2c(c1C#N)CCN(C)C2
-1 | Cc1cc(=O)[nH]c2c1c(=O)[nH]n2C1CC(C)N(C)CC1C (stereo unspecified)
-1.3 | Cc1ccc(S(=O)(=O)NCCC(=O)Nc2ccc3c(c2)OCO3)cc1
-0.33 | COCCCn1c(=N)c(C(=O)NCC2CCCO2)cc2c(=O)n3ccccc3nc21 (stereo unspecified)
0.092 | CC(=NCCCn1ccnc1)c1c(O)n(Cc2ccccc2)c(=O)[nH]c1=O
-0.056 | O=[N+]([O-])c1ccc(S(=O)(=O)NCCc2cn3ccccc3n2)cc1
0.38 | OC(COc1cccc2ccccc12)CN1CCCC1 (stereo unspecified)
0.21 | O=C(NCCCN1CCCC1=O)Nc1ccc(F)c(Cl)c1
-1.4 | CCC1(C)Cc2ccccc2-c2nc(-c3ccccc3)oc(=O)c21 (stereo unspecified)
0.76 | COC(=O)C(Cc1ccc(O)cc1)NC(=O)c1ccccc1 (stereo unspecified)
0.37 | CCOCCCNC(=O)N[C@@H](Cc1ccccc1)C(=O)OC
-2.6 | C=CCN(CC=C)S(=O)(=O)c1ccc(NC(=O)COc2ccccc2OC)cc1
-0.32 | CCOC(=O)C1(S(=O)(=O)c2ccccc2)CCN(Cc2ccccc2)CC1
-1.2 | Cc1ccc(SCC(=O)c2cc(C)c(OC(=S)N(C)C)c(C)c2)cc1
0.0098 | COc1ccc(N2CCN(C(=O)NC34CC5CC(CC(C5)C3)C4)CC2)cc1
-2.1 | Cc1ccc(S(=O)(=O)N(CC(=O)NCCC2=CCCCC2)Cc2ccccc2)cc1
-1.4 | O=C(Nc1ccccc1N1CCN(C(=O)c2ccc(Cl)cc2)CC1)c1ccc2c(c1)OCO2
-0.74 | CC(c1cccnc1)N(CCN(C)C)C(=O)Nc1ccc(Cl)cc1 (stereo unspecified)
0.56 | COc1ccc(-n2nnnc2SCC(=O)Nc2nc3c(s2)CCCC3)cc1
-1.4 | Nc1ncc(Br)cc1S(=O)(=O)NCCC(=O)Nc1cccc(Cl)c1

An excerpt from above in order of the Cav3 T inh value, largest number first:
Cav3 T inh | smiles
0.53 | CC(C)NC(=O)NS(=O)(=O)c1cnccc1N1CCCCC1
0.12 | Cc1ccc(Cn2ccc(=O)c(OCc3c(Cl)cccc3Cl)c2C)cc1
-0.056 | O=[N+]([O-])c1ccc(S(=O)(=O)NCCc2cn3ccccc3n2)cc1
-0.14 | CCOC(=O)C(NCc1ccccc1OC)(NC(=O)c1ccccc1)C(F)(F)F (stereo unspecified)
-2.1 | NC(=O)CC(NC(=O)Cc1ccc(Br)cc1)c1ccc(NC2CCC2)c([N+](=O)[O-])c1 (stereo unspecified)

Next compounds follow:
Cav3 T inh | smiles
-1.6 | O=C(Nc1ccccc1)C1=C[C@H](c2csc3ccccc23)C[C@H](OCCCCO)O1
-0.088 | O=C(Nc1ccccc1C(=O)O)c1ccc(NC(=O)c2ccc(Br)o2)cc1
0.83 | O=C(NC1CCCCC1)c1cc2nc(-c3ccco3)cc(C(F)(F)F)n2n1
-0.27 | COC(=O)C1CC(=O)N(CCc2c[nH]c3ccccc23)C1 (stereo unspecified)
0.46 | O=S(=O)(Nc1ccc(Cc2ccncc2)cc1)N1CCCC1
-2.1 | COc1ccc(CNC(=O)[C@H](C)[C@@H]2C[C@@]2(C)[C@@H](NC(=O)OCc2ccccc2)c2ccccc2)cc1OC
0.31 | CCCNC(=O)C(NS(=O)(=O)c1ccc2c(c1)c(=O)n(C)c(=O)n2C)c1ccccc1 (stereo unspecified)
0.86 | COC(=O)C1=C(C)OC(N)=C(C#N)C1c1ccc(OC)c(OC)c1OC (stereo unspecified)
1.3 | CCOCCCNC(=O)C1CC(=O)N(C2CCCC2)C1 (stereo unspecified)
0.66 | CCOC(=O)CSc1nnc2n(Cc3ccccc3)c(=O)c3c4c(sc3n12)CCC4
-3.3 | O=[N+]([O-])c1cc(/C=N/O)ccc1Sc1ccccc1
-0.12 | Cn1cnnc1SCC(=O)N(Cc1ccc2c(c1)OCO2)C1(C(=O)NC2CCCCC2)CCCC1
-0.081 | Cc1ccccc1C(OCC(O)CN1CCCCC1CCO)c1ccccc1 (stereo unspecified)
0.11 | CC(=O)Oc1cc2oc(=O)cc(C)c2cc1OC(C)=O
0.26 | Cn1c(SCC(=O)NCCNC(=O)CSc2nnc(C(F)(F)F)n2C)nnc1C(F)(F)F
0.076 | COc1ccc(CCc2nc(C)ccc2O)cc1
0.93 | Cc1ccc(-c2cc(C(=O)O)n[nH]2)o1
0.48 | O=C1CC(NCc2ccncc2)C(=O)N1c1ccc(Cl)cc1 (stereo unspecified)
-0.21 | Cc1ccc(-n2nnc3c(=O)n(CC(=O)c4ccccc4)cnc32)cc1
0.35 | CCC(C)c1ccc(NC(=O)CSc2nncn2N)cc1 (stereo unspecified)
-0.23 | O=C(Nc1ncc2c(n1)CC(c1ccco1)CC2=O)c1ccccc1 (stereo unspecified)
0.22 | CCN1CCCC1CNC(=O)C(=O)Nc1ccc(OC)cc1 (stereo unspecified)
0.52 | CCC1Oc2ccccc2N(CC(=O)NCCN2C(C)CCCC2C)C1=O (stereo unspecified)
0.014 | COc1ccc(-n2c(CSc3nc(C)cc(C)n3)nnc2SCC(=O)Nc2nccs2)cc1
0.44 | N#Cc1c(N)nc(SCC(=O)NCc2ccc3c(c2)OCO3)c(C#N)c1-c1cccs1
